Diaph inh CS: inhibits diaphorase or chemically oxidizes, flagging diaphorase assay artifacts. diaphorase resazurin-to-resorufin fluorescence, NADH, 16 min; bacterial (C. kluyveri) enzyme, not human. inhibition, % at 20 µM. actives 0.69% (n = 190,000). AID 1217;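 active = primary screen inhibition at 20 µM above a set limit, cut at about 50% in these data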;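 also: plate controls were DMSO with full reaction for no effect and wells lacking NADH for full effect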
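Test system: diaphorase enzyme from Clostridium kluyveri; amount: diaphorase at 0.14 U/mL in enzyme working solution; detection: fluorescence of resorufin formed from resazurin, Ex 544/Em 590 nm; times: reaction incubation of 16 min at room temperature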
APP 5'UTR act: APP 5'UTR luciferase reporter activation; SH-SY5Y APP 5'UTR luciferase reporter, luminescence; zero percent = DMSO vehicle wells; activation, % at 2 µM; actives 1% (n = 190,000); AID 1276;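 active = activation above a set limit, based on mean plus 3 SD of controls, cut at about 140% in these data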; also: values of inactives mirror those of a sister screen read the other way
FLuc act counter: affects firefly luciferase, flagging false hits in luciferase stimulation screens; ATPlite luciferase biochemical, luminescence, 10 min; 0 = ATP-free wells, 1 = DMSO control; activation factor at 10 µM; 200,000 tested, under 10 active; AID 1027;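 active = luciferase activation factor, scaled between plate controls, of at least 2 with compound at 10 µM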
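Material: Luciferase/luciferin reagent mix; Doses: test compounds dosed from 2 mM stocks in 100% DMSO; Schedule: 10 min incubation after luciferase reagent addition, room temperature; Measured by: luminescence from luciferase reaction; Read-out: luminescence gain marking luciferase activators.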
TLR4 MyD88 comp: TLR4-MyD88 interaction inhibition in cells. O00206+Q99836. HeLa CL3-4 TLR4/MyD88 BLA complementation, FRET ratio. inhibition, % at 8.4 µM. actives 0.18% (n = 200,000); in the data active = inhibition above about 25%;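 also: 0% = vehicle and 100% = reference inhibitor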
Target sequence (O00206 whole entry, looked up): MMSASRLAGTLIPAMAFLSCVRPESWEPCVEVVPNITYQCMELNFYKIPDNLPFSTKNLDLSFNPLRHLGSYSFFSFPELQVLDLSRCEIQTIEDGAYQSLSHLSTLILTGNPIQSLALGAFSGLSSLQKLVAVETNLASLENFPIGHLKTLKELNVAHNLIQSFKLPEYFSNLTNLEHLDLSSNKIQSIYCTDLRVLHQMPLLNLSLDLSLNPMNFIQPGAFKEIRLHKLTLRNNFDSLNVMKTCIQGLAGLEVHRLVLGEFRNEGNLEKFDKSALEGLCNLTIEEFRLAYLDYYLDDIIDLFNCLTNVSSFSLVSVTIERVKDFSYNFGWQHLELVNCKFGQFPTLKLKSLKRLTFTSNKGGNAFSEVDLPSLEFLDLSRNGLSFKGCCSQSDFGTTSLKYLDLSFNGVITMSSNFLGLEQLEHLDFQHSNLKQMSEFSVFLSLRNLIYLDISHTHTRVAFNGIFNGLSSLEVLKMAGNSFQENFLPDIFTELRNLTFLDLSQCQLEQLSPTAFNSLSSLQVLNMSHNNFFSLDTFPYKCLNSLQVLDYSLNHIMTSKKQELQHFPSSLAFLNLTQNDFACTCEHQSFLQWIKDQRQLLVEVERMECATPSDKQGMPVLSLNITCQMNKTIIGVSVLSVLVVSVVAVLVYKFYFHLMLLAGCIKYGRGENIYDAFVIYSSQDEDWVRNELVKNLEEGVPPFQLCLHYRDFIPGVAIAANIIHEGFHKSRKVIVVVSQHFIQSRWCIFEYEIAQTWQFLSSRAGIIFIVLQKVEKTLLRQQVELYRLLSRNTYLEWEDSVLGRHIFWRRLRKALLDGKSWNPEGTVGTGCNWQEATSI
Target sequence (Q99836 whole entry, looked up): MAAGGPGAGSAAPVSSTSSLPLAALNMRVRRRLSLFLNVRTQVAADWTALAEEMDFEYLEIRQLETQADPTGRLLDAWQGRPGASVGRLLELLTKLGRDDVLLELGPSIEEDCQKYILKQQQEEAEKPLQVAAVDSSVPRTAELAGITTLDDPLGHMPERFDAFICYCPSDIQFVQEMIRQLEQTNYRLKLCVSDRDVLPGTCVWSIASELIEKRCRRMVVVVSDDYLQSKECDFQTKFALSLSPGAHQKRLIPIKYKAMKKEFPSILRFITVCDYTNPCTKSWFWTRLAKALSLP
STAT1 act: increases IFN-gamma driven STAT1 reporter signal; NIH 3T3 STAT1-luciferase reporter, luminescence; 100% = IFN-gamma alone, no compound; activation (% of control), % at 5.5 µM; actives 2.6% (n = 200,000); AID 932;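 active = activation above the screen-wide mean activation plus 3 SD, cut at about 130% in these data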;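 also: raw ratio to IFN-gamma control signal so 100% means no change and 0% no light; values of inactives mirror those of a sister screen read the other way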
Diaph act CS: activates diaphorase or chemically reduces, flagging diaphorase assay artifacts | Diaphorase/resazurin coupled assay, resorufin fluorescence, 16 min; stronger effect = higher value; 1 = vehicle wells, 0 = NADH-free wells | activation factor at 20 µM | actives 0.005% (n = 190,000) | AID 1229;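 active = diaphorase activity raised at least twofold by the compound at 20 µM; inactive = activation factor below 2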
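Assay system: bacterial diaphorase enzyme (C. kluyveri) / Input: enzyme 0.07 U/mL final / Medium: 50 mM HEPES pH 7.4 with 4.542 mM MgCl2, 0.005% Tween 20 / Doses: single compound dose of 20 µM, 1% DMSO final / Incubation: 16 min enzyme reaction, ambient temperature / Signal: fluorescence, excitation 544 nm and emission 590 nm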
FLuc inh counter: inhibits firefly luciferase, flagging false hits in luciferase inhibition screens | inhibition, % at 10 µM | ATPLite firefly luciferase biochemical luminescence, 10 min | actives 1.5% (n = 200,000) | P08659;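 active = inhibition above about 50% when tested at 10 µM, limit read from the data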
G6PDH counter: inhibits Leuconostoc G6PDH, flagging false hits in G6PDH-based assays | Purified L. mesenteroides G6PDH, diaphorase/resazurin coupled fluorescence, 45 min | inhibition, % at 5 µM | actives 0.12% (n = 200,000) | AID 1020; in the data active = inhibition above about 50%
APP 5UTR inh: APP translation inhibition; SH-SY5Y APP 5'UTR-luciferase reporter, luminescence; inhibition, % at 2 µM; actives 0.82% (n = 190,000); AID 1285;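 active = inhibition above a set limit, derived from the sample mean plus 3 SD, cut at about 45% in these data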; also: values of inactives mirror those of a sister screen read the other way
NF-kB expr up: NF-kB expression increase, human neuronal cells. fold change at 12.5 µM. NF-kB reporter expression; stronger effect = higher value. AID 1239. actives 1.6% (n = 190,000); in the data active = fold change above about 3.3
* marks the source's active call; other numbers are inactive results; x = not tested or not shown.

SMILES	Diaph inh CS	APP 5'UTR act	FLuc act counter	TLR4 MyD88 comp	STAT1 act	Diaph act CS	FLuc inh counter	G6PDH counter	APP 5UTR inh	NF-kB expr up
O=C(Nc1ccc(Oc2cccnc2)cc1)c1cccc([N+](=O)[O-])c1	14.6	25.4	0.9	-12.4	110.4	0.9	5.0	2.7	-25.4	1.39
Cn1nnnc1SCc1ccc(CSc2nnnn2C)cc1	13.1	7.1	1.1	10.2	105.5	0.9	-6.5	8.1	-7.1	0.92
O=C(CCC(=O)Nc1ccccc1)NNS(=O)(=O)c1ccccc1[N+](=O)[O-]	9.6	1.9	1	4.3	96.4	0.9	-2.7	0.8	-2.0	1.31
CCc1nnc(NC(=O)C2Cc3ccccc3CN2S(=O)(=O)c2ccc(C)cc2)s1 (stereo unspecified)	13.8	12.0	1	-2.7	120.3	0.9	-2.4	3.8	-12.0	1.3
COc1ccc(OC)c(-c2cc(C(=O)N3CCc4ccccc4C3)no2)c1	31.0	5.4	1	-6.2	93.8	0.7	-4.3	1.4	-5.4	0.85
COc1ccccc1/C=C/CN1CCOCC1	22.3	-3.0	1.1	-3.8	98.8	0.8	-6.1	-16.0	3.0	1.43
CC(C)CC1=NN(C(=O)c2cccnc2)C(O)(C(F)(F)F)C1 (stereo unspecified)	4.7	-23.3	1.1	-14.7	96.3	1	-9.3	-7.5	23.3	1.43
CCCCCc1nc(N)c(C#N)c(-c2ccco2)c1CCCC	13.9	15.2	1.1	3.6	106.0	0.9	-6.4	-0.1	-15.2	1.26
Cc1[nH]n(-c2ccccc2)c(=O)c1/C=N/N1C(=O)c2ccc3c4c(ccc(c24)C1=O)CC3	18.8	-11.5	1	-13.2	107.4	0.8	2.2	-15.6	11.5	1.64
O=C(CSc1ccccc1C(=O)O)NCc1ccccc1	5.7	-0.2	1	-5.4	104.8	0.9	-3.4	9.7	0.2	0.93
Cc1cc(C)nc(N2CCC(C(=O)N3CCN(c4cc(Cl)ccc4C)CC3)CC2)n1	15.8	-14.9	1.1	-5.8	103.1	0.8	-5.7	10.9	14.9	0.52
O=C(CSc1nnc(-c2ccco2)n1-c1ccccc1)N1CCc2ccccc21	x	-6.1	x	1.2	90.7	x	x	x	6.1	x
O=C(COC(=O)c1ccccc1C(=O)c1ccc(Cl)c([N+](=O)[O-])c1)NC1CCCCCC1	-1.3	7.5	1	12.3	87.8	1	3.2	5.7	-7.5	1.01
COCC(C)NC(C(=O)Nc1cccc(C(C)=O)c1)c1ccccc1 (stereo unspecified)	2.8	17.5	1	1.8	100.6	1	-1.7	1.1	-17.5	1.03
Cc1ccc(NC(=S)N(CCN(C)C)Cc2cc3cc(C)ccc3[nH]c2=O)cc1	-3.8	-3.2	1.1	-11.8	96.6	1	-6.4	14.1	3.2	1.22
Cc1ccc(C)c(N2CCN(C(=O)Nc3ccc4c(c3)N(C)C(=O)CS4)CC2)c1	9.6	1.1	1	-4.9	67.4	0.9	-4.2	3.4	-1.1	0.6
CC(NC(=O)C(CC(=O)OC(C)(C)C)NC(=O)OC(C)(C)C)C(N)=O (stereo unspecified)	13.2	5.2	1.1	-13.1	98.5	0.9	-6.4	-1.5	-5.3	1.03
CCOc1ccc(-c2cc(CCCC(=O)NCCC(C)C)no2)cc1	7.9	-12.7	0.8	7.5	109.4	0.9	23.9	-1.6	12.7	1.48
Nn1cnc2sc3c(c2c1=O)CCC3	10.4	8.8	1.1	8.7	96.7	0.9	-8.4	-11.0	-8.8	1.26
O=C(NC1CCCCC1)C(c1ccncc1)N(CC1CCCO1)C(=O)C(F)(F)F (stereo unspecified)	-4.6	2.4	1	-4.6	100.6	1	-3.2	13.9	-2.4	1.18
CCc1cc2cccc(C)c2nc1SCC(=O)N1CCN(C(=O)c2ccco2)CC1	21.0	6.4	1.1	6.7	100.1	0.8	-5.1	5.5	-6.4	0.53
COc1ccc(N=CC2=C(O)CCCC2=O)cc1	3.6	-1.8	0.9	8.2	136.0*	1	7.2	-0.6	1.8	1.67
Cc1cccc(C)c1OC(=O)CSc1nnc(-c2ccccc2)o1	5.8	6.1	1.1	-13.7	98.5	0.9	-5.4	1.1	-6.1	1.21
Cc1ccc(Cn2nc3c(cc2=O)CCc2ccccc2-3)cc1	24.9	9.7	1.1	3.4	95.4	0.8	-8.2	0.4	-9.7	1.08
O=C(Nc1cccnc1)c1cc(-c2ccc3c(c2)OCO3)on1	6.2	11.1	0.3	-6.1	133.9*	0.9	68.2*	1.6	-11.1	5.49*
Next part:
SMILES	Diaph inh CS	APP 5'UTR act	FLuc act counter	TLR4 MyD88 comp	STAT1 act	Diaph act CS	FLuc inh counter	G6PDH counter	APP 5UTR inh	NF-kB expr up
O=C(c1cnc2c(c1)COc1ccc(Cl)cc1-2)c1ccccc1O	11.4	17.2	1.1	10.8	107.3	0.9	-7.9	14.4	-17.2	1.02
CN1CCCC(OC(=O)/C(C#N)=C/c2ccccc2)C1 (stereo unspecified)	4.3	22.9	1.1	3.9	94.2	1	-10.6	-2.0	-22.9	1.4
COc1cc2ccc(=O)oc2c(O)c1OCC=C(C)C	28.2	9.2	1.1	-15.8	100.3	0.7	-5.2	1.4	-9.2	1.33
COc1ccc(CN2C(=O)[C@@H]3C(c4ccc(F)cc4)=NO[C@@H]3C2=O)cc1	17.8	-8.9	1.1	4.5	99.4	0.8	-7.5	3.3	8.9	1.07
Cc1ccccc1Nc1nc(N)nc(COC(=O)C(NC(=O)c2ccco2)C(C)C)n1 (stereo unspecified)	8.8	1.8	1	-14.6	97.6	0.9	-4.4	12.9	-1.8	0.99
CN=C1c2ccccc2CN1c1cccc(C(=O)OC)c1	-1.0	20.0	1	6.6	92.0	1	-0.1	-0.9	-20.0	1.2
COc1ccc(C(=O)Cc2cc(OC)c(OC)cc2C(=O)c2ccccc2F)cc1OC	-9.9	28.5	1	4.1	96.2	1.1	-4.9	2.7	-28.5	1.03
CC(=O)c1ccc(NC(=O)c2cnsn2)cc1	0.3	89.7	0.8	5.9	114.3	1	23.5	-0.5	-89.7	2.45
O=c1[nH]cnc2c1c(-c1ccccc1)cn2-c1ccc(F)cc1	16.2	-2.5	1.1	4.6	95.3	0.8	-9.7	1.7	2.5	0.76
COc1ccc(C2SCC(=O)N2c2nc3ccccc3s2)cc1 (stereo unspecified)	37.2	5.8	1	-10.5	97.0	0.6	-3.6	10.4	-5.8	0.69
CCOc1ccc(NCC(=O)Nc2ccc(C)cc2C)cc1	10.6	17.0	1	2.9	106.8	0.9	-3.1	-6.7	-17.0	0.96
Cc1cccc(C(C)C)c1NC(=O)C1CN(S(=O)(=O)c2ccccc2)CCN1S(=O)(=O)c1ccccc1 (stereo unspecified)	17.9	9.8	1.1	6.0	106.3	0.8	-9.7	-1.9	-9.8	0.62
O=C(c1ccccc1)c1nc2ccccc2[nH]c1=O	3.1	8.7	1	-1.4	106.9	1	-2.4	3.3	-8.7	1.18
Cc1c(Cl)cnc(NC(=O)COC(=O)c2ccc(S(=O)(=O)NCc3ccco3)cc2)c1Cl	23.3	4.0	1.1	3.1	100.8	0.8	-7.9	-29.6	-4.0	1.1
C/C(=N\O)C1(C)N(O)C(C)(C)C(c2ccco2)=[N+]1[O-] (stereo unspecified)	15.8	-0.6	1.1	-0.2	95.7	0.8	-5.8	-1.7	0.6	1.37
CS(=O)(=O)N(Cc1ccc(C(=O)Nc2ccccc2Sc2ccccc2)cc1)c1ccccc1	13.3	-0.9	1.1	1.5	95.3	0.9	-7.5	-4.1	0.9	1
CC1CCN(CC(=O)N2CC(=O)Nc3ccccc32)CC1	6.6	12.9	1.1	15.2	97.5	0.9	-8.2	4.0	-12.9	0.94
Cn1cc(-c2nc3ccccc3[nH]2)c2ccccc21	6.7	47.9	0.8	-5.6	109.9	0.9	24.2	2.3	-47.9	1.98
COc1ccc(NC(=S)N/N=C/c2cccn2Cc2ccccc2F)cc1	16.3	-4.1	1.1	-0.7	88.8	0.8	-6.7	-3.5	4.1	0.99
Cc1ccc([N+](=O)[O-])cc1NC(=O)Cc1ccc(F)cc1	3.1	8.7	1.1	-13.8	94.0	1	-5.9	8.3	-8.7	1.18
CCOc1ccccc1NC(=O)/C=C/c1ccccc1[N+](=O)[O-]	7.0	-9.9	1	-4.7	98.4	0.9	-0.9	5.4	9.9	1.18
CCC(=O)Nc1ccc(C(=O)N/N=C/c2ccc([N+](=O)[O-])cc2)cc1	11.2	-1.7	1	-3.7	100.8	0.9	-1.9	-40.8	1.7	1.16
CCOC(=O)C(NC(=O)CC)(Nc1cc(C)on1)C(F)(F)F (stereo unspecified)	-4.0	-5.8	1	13.3	92.6	1	-2.3	3.2	5.8	1.19
C=CCNC(=O)/C=C/c1c(F)cccc1Cl	14.4	14.3	0.8	-3.7	116.6	0.9	15.4	-1.7	-14.4	1.61
Cc1cc(N2CCOCC2)n2nc(C)c(-c3ccccc3)c2n1	17.3	6.4	1	-9.5	95.9	0.8	1.0	0.5	-6.4	1.21

Single records, from the list above.
CCOc1ccccc1NC(=O)/C=C/c1ccccc1[N+](=O)[O-] in the list: Diaph inh CS = 7.0; APP 5'UTR act = -9.9; FLuc act counter = 1; TLR4 MyD88 comp = -4.7; STAT1 act = 98.4; Diaph act CS = 0.9; FLuc inh counter = -0.9; G6PDH counter = 5.4; APP 5UTR inh = 9.9; NF-kB expr up = 1.18
COc1ccc(C2SCC(=O)N2c2nc3ccccc3s2)cc1 (stereo unspecified) in the list: Diaph inh CS = 37.2; APP 5'UTR act = 5.8; FLuc act counter = 1; TLR4 MyD88 comp = -10.5; STAT1 act = 97.0; Diaph act CS = 0.6; FLuc inh counter = -3.6; G6PDH counter = 10.4; APP 5UTR inh = -5.8; NF-kB expr up = 0.69
Cc1ccccc1Nc1nc(N)nc(COC(=O)C(NC(=O)c2ccco2)C(C)C)n1 (stereo unspecified) in the list: Diaph inh CS = 8.8; APP 5'UTR act = 1.8; FLuc act counter = 1; TLR4 MyD88 comp = -14.6; STAT1 act = 97.6; Diaph act CS = 0.9; FLuc inh counter = -4.4; G6PDH counter = 12.9; APP 5UTR inh = -1.8; NF-kB expr up = 0.99

Next entries follow:
SMILES	Diaph inh CS	APP 5'UTR act	FLuc act counter	TLR4 MyD88 comp	STAT1 act	Diaph act CS	FLuc inh counter	G6PDH counter	APP 5UTR inh	NF-kB expr up
COC(=O)CN(c1ccccc1)S(=O)(=O)c1cc(Br)ccc1OC	7.6	-1.0	1	-11.9	100.9	0.9	1.2	17.6	1.0	1.32
O=C(Cn1nc(-c2ccccc2Cl)ccc1=O)Nc1ccccc1-c1ccccc1	x	-17.7	1	-2.5	100.2	x	-2.8	13.2	17.7	1.37
O=C(N/N=C/c1cccnc1)c1[nH]ncc1Br	6.2	27.4	0.7	-6.5	106.6	0.9	26.2	9.9	-27.4	1.24
CC(C)=C(NC(=O)c1ccccc1)C(=O)N1CCOCC1	10.3	17.4	1	-1.4	104.6	0.9	-3.5	-0.3	-17.4	1.39
O=C(COC(=O)c1ccccc1Sc1ccc(C(F)(F)F)cc1[N+](=O)[O-])NC(=O)NC1CCCC1	23.1	10.6	1	-6.5	92.2	0.8	-2.7	3.5	-10.6	1.5
CCOC(=O)CN1CCc2c(C)nc3c(-c4ccc(OC)c(OC)c4)cnn3c21	16.6	x	1.1	-9.1	82.3	0.8	-5.6	-20.0	x	0.77

High-throughput results (PubChem)
